Vif-APOBEC3F blk – blocks the Vif interaction with APOBEC3F. HeLa A3F-eYFP + Vif (tagged APOBEC3F with the HIV-1 protein that degrades it), YFP fluorescence increase. Potency, µM (top dose mostly 46.1 µM), without a hit: top-dose activity, negative = active. 390,000 tested, 0.2% active; further: potency means the concentration at half of the fitted maximal effect; % of control where 0% means no effect; nearly all actives have a fitted effect of over 65% in size
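HeLa cells stably expressing Vif plus C-terminally eYFP-tagged A3F were seeded, incubated overnight at 37 deg C, dosed with compound, incubated overnight again at 37 deg C. Yellow fluorescence (Ex 488/Em 500-530) reported blocked Vif-mediated A3F-eYFP degradation.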
rTrxR1 inhibitor – inhibitors of rat thioredoxin reductase 1; Potency, µM (titrated, usually from 114 µM), for inactives: at the top dose activity change, negative = inhibition, most hits filed as inhibitors; 390,000 tested, 1% active; AID 588453; recombinant rTrxR1, NADPH fluorescence consumption, selenite substrate; further: potency means the concentration at half of the fitted maximal effect; on the % scale 0 is the no-effect control and ±100 the full control effect; nearly all actives have a fitted effect of over 65% in size
Target sequence (O89049 whole entry, looked up): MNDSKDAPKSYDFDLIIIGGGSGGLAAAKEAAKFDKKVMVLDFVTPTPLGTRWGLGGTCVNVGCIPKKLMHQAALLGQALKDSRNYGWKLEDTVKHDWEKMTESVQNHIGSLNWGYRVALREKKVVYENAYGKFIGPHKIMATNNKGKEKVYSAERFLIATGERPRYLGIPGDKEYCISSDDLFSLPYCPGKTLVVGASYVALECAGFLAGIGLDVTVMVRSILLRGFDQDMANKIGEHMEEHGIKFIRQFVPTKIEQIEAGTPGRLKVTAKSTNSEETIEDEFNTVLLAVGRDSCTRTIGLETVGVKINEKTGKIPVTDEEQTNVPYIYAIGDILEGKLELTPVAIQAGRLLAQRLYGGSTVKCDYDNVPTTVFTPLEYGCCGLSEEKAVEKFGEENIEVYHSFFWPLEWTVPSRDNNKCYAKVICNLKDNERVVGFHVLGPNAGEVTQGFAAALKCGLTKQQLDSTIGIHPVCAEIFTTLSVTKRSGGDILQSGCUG
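Rat TrxR1 (90 nM in the dispensed reagent) was pre-reduced with 400 uM NADPH for 5 min at room temperature, then incubated with compound for 15 min. After 400 uM selenite was added, NADPH fluorescence (Ex 340/Em 450 nm) was followed for 8 min.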
TrxR1 substrate – rat thioredoxin reductase 1 substrate activity; O89049; purified TrxR1 substrate turnover, NADPH consumption readout; Potency, µM (titrated, usually from 114 µM), without a hit: at the highest dose activity change, negative = substrate turnover; 390,000 tested, 0.01% active; AID 588456; further: potency means the concentration at half of the fitted maximal effect; on the % scale 0 is the no-effect control and ±100 the full control effect; nearly all actives have a fitted effect of over 50% in size
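Rat TrxR1, dispensed at 90 nM, was prereduced with 400 uM NADPH (final) for 5 min at ~22 deg C, then incubated with compound 15 min before 400 uM selenite. A first-read NADPH fluorescence drop versus no-compound background flagged substrates.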
GRP78 ERSR act – ER stress response induction in glioma | U87-MG GRP78 promoter luciferase reporter, 16 h | AID 602332 | 420,000 tested, 0.02% active | Potency, µM, inactives show at the top dose activation, most hits filed as activators; further: potency means the concentration at half of the fitted maximal effect; series mostly up to about 76 µM; % of control where 0% means no effect; nearly all actives have a fitted effect of over 35% in size
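Stably transfected U87-MG glioma cells carrying a GRP78-based luciferase sensor; 16 h compound incubation. Luminescence end-point read 10 min after Bright-Glo addition at room temperature.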
mIDH1 inhibitor – inhibitors of human mutant IDH1 R132H; Potency, µM (titrated, usually from 76.6 µM), without a hit: at the top dose activity change, negative = inhibition, usual class: inhibitors; IDH1-R132H enzyme, NADPH consumption, diaphorase/resazurin fluorescence; O75874; 390,000 tested, 0.093% active; AID 602179; further: potency means the concentration at half of the fitted maximal effect; on the % scale 0 is the no-effect control and ±100 the full control effect; nearly all actives have a fitted effect of over 65% in size
Target sequence (O75874 whole entry R132H, stated change not applied): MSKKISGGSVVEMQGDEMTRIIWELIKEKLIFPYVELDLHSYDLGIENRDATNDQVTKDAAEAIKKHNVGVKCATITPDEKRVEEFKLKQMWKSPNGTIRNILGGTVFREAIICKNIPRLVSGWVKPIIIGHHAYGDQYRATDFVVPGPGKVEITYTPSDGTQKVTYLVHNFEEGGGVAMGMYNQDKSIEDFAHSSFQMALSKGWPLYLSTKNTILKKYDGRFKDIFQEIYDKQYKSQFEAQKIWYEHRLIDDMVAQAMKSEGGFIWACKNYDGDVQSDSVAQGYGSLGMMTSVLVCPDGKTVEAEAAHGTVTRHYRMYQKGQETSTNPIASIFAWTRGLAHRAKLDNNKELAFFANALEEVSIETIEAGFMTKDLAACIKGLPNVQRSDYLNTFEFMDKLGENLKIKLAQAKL
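IDH1-R132H (0.5 ug/mL dispensed) in pH 7.5 Tris buffer was preincubated 30 min with compound, then given a substrate mix of 0.016 mM NADPH and 2 mM alpha-KG for 80 min at room temperature; remaining NADPH was read by diaphorase/resazurin fluorescence.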
USP1 inh – blocks the human USP1/UAF1 deubiquitinase complex | AID 743255 | O94782 | Potency, µM (series often up to 57.1 µM), for inactives: at the top dose activity change, negative = inhibition, most hits filed as inhibitors | recombinant USP1/UAF1, Ub-Rhodamine cleavage fluorescence | 390,000 tested, 0.23% active; further: potency means the concentration at half of the fitted maximal effect; on the % scale 0 is the no-effect control and ±100 the full control effect; nearly all actives have a fitted effect of over 60% in size; inactives centre near -12
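USP1/UAF1 complex at 1 nM was preincubated with compound for 15 min at room temperature, then Ub-Rho substrate (150nM final) was added. Fluorescence (480/540 nm) was read kinetically, 6 reads every 60 seconds.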
RGS4 inh – human RGS4 inhibition; Transcreener GDP fluorescence polarization, RGS4-accelerated GTP hydrolysis; AID 504845; 390,000 tested, 0.039% active; Potency, µM (top dose mostly 114 µM), for the others: at the highest dose activity change, negative = inhibition, most hits filed as inhibitors; P49798; further: potency means the concentration at half of the fitted maximal effect; on the % scale 0 is the no-effect control and ±100 the full control effect; nearly all actives have a fitted effect of over 75% in size; some results filed as inactive show a strong effect at the top dose
Target sequence (P49798 whole entry, looked up): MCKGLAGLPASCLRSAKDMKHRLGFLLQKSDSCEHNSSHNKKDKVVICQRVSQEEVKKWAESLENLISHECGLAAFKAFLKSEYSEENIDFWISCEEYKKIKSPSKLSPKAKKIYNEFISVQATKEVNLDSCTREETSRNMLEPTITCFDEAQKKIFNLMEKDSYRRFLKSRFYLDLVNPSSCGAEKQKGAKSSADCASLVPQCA
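MLSMR compounds (23 nl, pin-transferred) preincubated 10 min at room temperature with a 500nM (2x) first reagent, then RGS4 at 900nM (2x) plus Transcreener GDP mix added; fluorescence polarization (620/688 nm) read before and after 90 min at 30 °C.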
LDHA block – LDHA (human) enzyme inhibition; 480,000 tested, 0.15% active; AID 1347041; purified LDHA, NADH/diaphorase-resazurin fluorescence; stronger effect = lower value; activity change, % (values are at about 110 or 230 µM); in the data active means activity change below about -30%; inconclusive means mostly about -25% to -30%;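 further: plate controls were DMSO wells for no effect and wells without enzyme for full effect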
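Human LDH5 at 2 nM final in Tris HCl pH 7.4 with 0.06 mM NADH and 0.2 mM pyruvate, reacted 5 minutes at room temperature. Remaining NADH coupled via diaphorase/resazurin; resorufin fluorescence read at 0 and 20 minutes, normalized to enzyme-free and DMSO wells.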
Vif-A3G inh – blocks the Vif interaction with human APOBEC3G | Q9HC16 | HeLa A3G-eYFP + Vif (tagged APOBEC3G with the HIV-1 protein that degrades it), YFP fluorescence, overnight | Potency, µM (highest dose often 46.1 µM), for inactives: at the top dose activity, negative = active, usual class: inhibitors | 410,000 tested, 0.076% active;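 further: potency means the concentration at half of the fitted maximal effect; on the % scale 0 is the no-effect control and ±100 the full control effect; nearly all actives have a fitted effect of over 60% in size; hits raise eYFP signal because A3G escapes Vif-driven loss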
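HeLa cells stably expressing Vif and C-terminally eYFP-tagged A3G, seeded overnight at 37 deg C, then exposed to compound by pintool overnight at 37 deg C. Rise in yellow fluorescence (Ex 488/Em 500-530, Acumen) marks blocked Vif-driven A3G degradation.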
* marks the source's active call; other numbers are inactive results; ? = inconclusive; nt = no result given; & = joins results of further samples; [ ] = another dose, or the depositor's remark. Unless noted, the call rests on the fitted dose curve; in most records, active means well fitted curve in the direction sought with a large enough effect; inconclusive means small, poorly fitted or top-dose-only effect, or another doubt; inactive means no such curve, though single readings can be large; an effect the other way counts as inactive or inconclusive. The list is partial. The share of hits here may be higher or lower than overall.

SMILES	Vif-APOBEC3F blk	rTrxR1 inhibitor	TrxR1 substrate	GRP78 ERSR act	mIDH1 inhibitor	USP1 inh	RGS4 inh	LDHA block	Vif-A3G inh
Cc1ccc(NC(=O)C2(NC(=O)c3ccccn3)CCCCC2)cc1Br	-7%	11%	-1%	-3%	7%	4%	8%	6	-4%
COc1ccc(C(=O)Nc2cnc(NC(=O)c3cccs3)cc2C)cc1	-28%	16%	3%	2%	0%	-13%	-15%	17	-4%
Cc1nnc2n1NC(c1ccc(Cl)cc1)C(C(=O)N1CCC(C)CC1)S2 (stereo not drawn)	7%	-8%	-13%	-1%	6%	-7%	-7%	0	0%
CC(C)NC(=O)N(C)C[C@H]1Oc2c(NS(=O)(=O)c3ccc(F)cc3)cccc2C(=O)N([C@H](C)CO)C[C@@H]1C	-5%	25%	7%	-6%	0%	-17%	9%	2	0%
Cc1c(Cl)c([N+](=O)[O-])nn1CC(=O)Nc1c(C)n(C)n(-c2ccccc2)c1=O	-7%	1%[57.1 µM]	6%[57.1 µM]	-6%	0%	-24%	12%	-9	2%
CC(C)CNC(=O)NC1(C(F)(F)F)Oc2ccccc2O1	-2%	4%[57.1 µM]	-7%	12%	9%	-9%	-20%	4	?
Cc1cccc(-c2nsc(SCC(=O)NCc3ccco3)n2)c1	4%	9%	-3%	4%	3%	-9%	?	-4	0%
Cc1cccc(NC(=O)c2cc(S(=O)(=O)N(C)c3ccc(F)cc3)ccc2Cl)n1	7%	24%	-1%	-3%	-1%	-23%	3%	-4	2%
C=CCn1c(N)cc(=O)nc1SCC(=O)Nc1ccc2ccccc2c1	9%	-7%	-2%	-2%	5%	-1%	19%	-2	-2%
CCOc1ccccc1NC(=O)c1c(NC(=O)Cc2ccc(OC)cc2)sc2c1CCC2	0%	9%	2%	-3%	0%	-19%	14%	-1	-14%
Cc1ccc(CNc2ncc(-c3ccc4c(c3)OCO4)n2C)cc1	-15%	-15%	-2%	-4%	6%	-22%	-33%	-13	2%
Cc1cccc(NC(=O)CSc2nc3c(c(=O)[nH]2)CN(Cc2ccc4c(c2)OCO4)CC3)c1C	-4%	5%	-2%	-4%	-13%	-18%	-14%	-3	-7%
O=C(Nc1cccc(-c2nc3ccccc3s2)c1)C1=COCCO1	3%	-11%	-8%	6%	6%	-6%	-12%	1	-3%
CCN(CC)S(=O)(=O)c1cc(NC(=O)CSc2nnc(N)s2)ccc1C	2%	30%	-6%	-3%	9%	-9%	-10%	2	0%
CCc1cccc(CC)c1NC(=S)Nc1ccc2cn[nH]c2c1	8%	-7%	-3%	0%	-4%	-9%	-8%	1	-9%
O=C(Nc1cccc(Cl)c1Cl)c1cc(S(=O)(=O)NCCc2ccccc2)ccc1F	?	1%[57.1 µM]	-4%[57.1 µM]	-2%&0%	0%&-5%	-11%&-17%	26%&2%	6&-9	-1%&-6%
COc1ccc(CNC(=O)c2cccnc2Sc2ccc(Cl)cc2)cc1	-12%	12%	2%	-5%	5%	-8%	-9%	-2	2%
COc1ccccc1C(=O)N1CCN(CCc2ccccc2)CC1	1%	-2%	-2%	-1%	0%	7%	-14%	-2	3%
O=C(COC(=O)CCc1nc2ccccc2s1)Nc1nc(-c2ccccc2)cs1	5%	13%	5%	9%	-17%	-5%	13%	-6	-9%
CN1CCN(NC(=O)c2cn(-c3ccccc3)nc2-c2cccc(Br)c2)CC1	?	5%[57.1 µM]	7%[57.1 µM]	-5%	3%	8%	?	1	-4%
CCN(CC(=O)Nc1ccc(NC(C)=O)cc1)C(=O)CCCc1c[nH]c2ccccc12	-5%	-2%	-2%	1%	-11%	0%	-3%	-5	0%
COc1cc(OC)c(NC(=O)Cn2ncn3c(cc4cc(C)ccc43)c2=O)cc1Cl	-6%	23%	4%	-3%	9%	?	-9%	3	2%
O=C(c1ccc(S(=O)(=O)Nc2ccccc2F)cc1)N1CCC1	-2%	24%	9%	-4%	-3%	-3%	-6%	-12	3%
O=C(Nc1ccc(F)cc1)NC1CCN(Cc2nnnn2Cc2ccco2)CC1	-18%	-28%[57.1 µM]	11%[57.1 µM]	4%	10%	2%	10%	-5	-2%
COc1ccc(Cc2nc3ccc(C(=O)NCC(C)(C)OC)cc3o2)cc1	-24%	10%	2%	-1%	-2%	-28%	-2%	-7	0%

Compound profiles (already shown). Order of screens: Vif-APOBEC3F blk, rTrxR1 inhibitor, TrxR1 substrate, GRP78 ERSR act, mIDH1 inhibitor, USP1 inh, RGS4 inh, LDHA block, Vif-A3G inh
Shown for CCOc1ccccc1NC(=O)c1c(NC(=O)Cc2ccc(OC)cc2)sc2c1CCC2 : 0%, 9%, 2%, -3%, 0%, -19%, 14%, -1, -14%
Shown for CC(C)NC(=O)N(C)C[C@H]1Oc2c(NS(=O)(=O)c3ccc(F)cc3)cccc2C(=O)N([C@H](C)CO)C[C@@H]1C : -5%, 25%, 7%, -6%, 0%, -17%, 9%, 2, 0%
Shown for Cc1ccc(CNc2ncc(-c3ccc4c(c3)OCO4)n2C)cc1 : -15%, -15%, -2%, -4%, 6%, -22%, -33%, -13, 2%

Remaining list, next part
SMILES	Vif-APOBEC3F blk	rTrxR1 inhibitor	TrxR1 substrate	GRP78 ERSR act	mIDH1 inhibitor	USP1 inh	RGS4 inh	LDHA block	Vif-A3G inh
OCC1OC(n2cnc3c(=S)nc[nH]c32)C(O)C1O (stereo not drawn)	nt	-15%&-34%	-6%&1%	-2%&2%&-6%&-5%	nt	nt	?	9&18	?
O=S(=O)(c1ccc(NCCOCCO)nc1)N1CCCCC1	-3%	32%	16%	-7%	-3%	-5%	-2%	-5	1%
COc1ccccc1NC(=O)CN(C)S(=O)(=O)c1ccc2c(c1)CCC(=O)N2	-2%	11%	0%	-5%	8%	-23%	-14%	-3	3%
O=C(c1cc(F)c(F)cc1Cl)N1CCCc2ccccc21	-12%	9%	-5%	-4%	-5%	-13%	-1%	-1	4%
O=S(=O)(NCCc1ccncc1)c1ccc(F)cc1	2%	12%[57.1 µM]	13%[57.1 µM]	-2%	-1%	?	-7%	-6	-3%
O=C(C1COc2ccccc2O1)N1CCOCC1 (stereo not drawn)	0%	19%	13%	4%	3%	-4%	43%	-3	0%
Cc1ccc(O)c(NC(=O)c2cc(-c3ccccc3)on2)c1	-6%	12%[57.1 µM]	-7%[57.1 µM]	-3%	10%	-13%	-36%	-2	-7%
O=C(CN1C(=O)c2ccccc2C1=O)N1CCN(c2ccccc2)CC1	0%	10%[57.1 µM]	7%[57.1 µM]	0%	4%	-20%	37%	-1	-4%
CC1(C(=O)N/N=C/c2cc3c(cc2Br)OCO3)CC1(Br)Br (stereo not drawn)	-7%	?	-15%	-4%	-6%	-5%	11%	-8	-7%
O=C(NN=Cc1c(O)ccc2ccccc12)c1ccncc1	?	-27%[11.4 µM]	-1%[11.4 µM]	-2%	5%	?	?	12	?
Cc1ccc(OCC(=O)Nc2ccc3oc(=O)ccc3c2)cc1C	2%	5%	3%	-2%	7%	-2%	-20%	-5&6	-9%
Cc1ccc(C(=O)c2cn(-c3ccc(F)c(Cl)c3)nn2)cc1	-11%	9%[57.1 µM]	-5%	0%	-2%	-8%	13%	-9	2%
OCC(O)CN(c1ccccc1)c1ccccc1 (stereo not drawn)	3%	9%	9%	-4%	0%	-10%	-1%	-4	2%
CCOC(=O)CNC(=O)Nc1cc(C(=O)NCc2ccccc2OC)ccc1N1CCCC1	-5%	13%[57.1 µM]	6%[57.1 µM]	2%	-6%	-28%	3%	0&-5	-9%
CC(C)C(Nc1ccc(C(F)(F)F)cc1[N+](=O)[O-])C(=O)O (stereo not drawn)	-3%	7%	-8%	-4%	5%	-8%	9%	-3	1%
CC1CCCCC1NC(=O)c1cc(S(=O)(=O)N2CCCCC2)ccc1N1CCOCC1 (stereo not drawn)	-3%	13%	5%	-4%	4%	-14%	-7%	-7	-1%
COc1ccc(C2CC(c3ccc(Cl)cc3)n3nc(N)nc3N2)cc1 (stereo not drawn)	-2%	23%	1%	-1%	0%	-10%	-5%	-5	0%

Arranged by length of the SMILES (largest number first): part of the list above.
SMILES	Vif-APOBEC3F blk	rTrxR1 inhibitor	TrxR1 substrate	GRP78 ERSR act	mIDH1 inhibitor	USP1 inh	RGS4 inh	LDHA block	Vif-A3G inh
Cc1cccc(NC(=O)CSc2nc3c(c(=O)[nH]2)CN(Cc2ccc4c(c2)OCO4)CC3)c1C	-4%	5%	-2%	-4%	-13%	-18%	-14%	-3	-7%
O=C(c1ccc(S(=O)(=O)Nc2ccccc2F)cc1)N1CCC1	-2%	24%	9%	-4%	-3%	-3%	-6%	-12	3%
O=C(C1COc2ccccc2O1)N1CCOCC1 (stereo not drawn)	0%	19%	13%	4%	3%	-4%	43%	-3	0%

An excerpt of these results, with two lines to a compound.
Fields: Vif-APOBEC3F blk | rTrxR1 inhibitor | TrxR1 substrate | GRP78 ERSR act | mIDH1 inhibitor | USP1 inh | RGS4 inh | LDHA block | Vif-A3G inh
> O=S(=O)(NCCc1ccncc1)c1ccc(F)cc1
→ 2% | 12%[57.1 µM] | 13%[57.1 µM] | -2% | -1% | ? | -7% | -6 | -3%
> O=C(c1cc(F)c(F)cc1Cl)N1CCCc2ccccc21
→ -12% | 9% | -5% | -4% | -5% | -13% | -1% | -1 | 4%
